Source: PubChem BioAssay (Johns Hopkins Ion Channel Center)
CHT inh – inhibitors of human choline transporter CHT. hit rate 0.86% among 310,000. B-score at 10 µM. CHT-expressing cells, membrane potential dye, choline response; active compounds read low. Q9GZV3. AID 488975;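 active = B-score over 3 SD under the library average, and starting fluorescence ratio not unusually high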;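 also: choline stimulus applied at its EC90 after an EC20 pre-addition; B-score computed on integrated fluorescence ratio after choline addition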
Target sequence (Q9GZV3 whole entry, looked up): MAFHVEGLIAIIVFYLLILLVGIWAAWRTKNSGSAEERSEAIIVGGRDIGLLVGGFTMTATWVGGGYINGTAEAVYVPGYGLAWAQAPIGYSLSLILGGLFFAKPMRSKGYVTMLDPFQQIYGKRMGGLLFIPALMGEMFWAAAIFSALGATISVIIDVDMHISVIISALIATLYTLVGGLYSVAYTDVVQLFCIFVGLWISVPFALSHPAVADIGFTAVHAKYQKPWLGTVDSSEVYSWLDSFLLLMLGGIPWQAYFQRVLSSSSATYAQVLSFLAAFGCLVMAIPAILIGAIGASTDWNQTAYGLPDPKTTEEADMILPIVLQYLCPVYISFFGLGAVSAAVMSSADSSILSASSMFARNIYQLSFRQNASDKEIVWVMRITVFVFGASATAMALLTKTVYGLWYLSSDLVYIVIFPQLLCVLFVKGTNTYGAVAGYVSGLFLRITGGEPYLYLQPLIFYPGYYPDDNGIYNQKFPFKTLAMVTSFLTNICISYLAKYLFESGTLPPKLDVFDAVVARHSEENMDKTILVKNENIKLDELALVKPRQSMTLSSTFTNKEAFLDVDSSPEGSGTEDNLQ
CHT PAM – human CHT allosteric activation. CHT-expressing cells, membrane potential dye, choline EC20; active compounds read high; LV-AA mutant CHT in HEK293 cells. B-score at 10 µM. Q9GZV3. hit rate 0.49% among 310,000. AID 488977;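 active = initial fluorescence not abnormally high and integrated response B-score, plate-corrected, over 3 SD above library mean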
The depositor's hits bear a star; i = inactive.

The line under a structure holds: CHT inh	CHT PAM
CCc1cc2c(=O)c(-c3nc4ccccc4n3C)c(C)oc2c(CN2CCN(C)CC2)c1O
  i	i
Cc1c(C(=O)N2CCOCC2)c(S(=O)(=O)Nc2ccc(Br)cc2F)c(C)n1C
  i	i
O=c1c2ccc([N+](=O)[O-])c3cccc(c32)c2nc3ccccc3n12
  i	i
Cc1noc(C)c1Cc1ccc(O)cc1
  i	i
CCOc1ccc2nc(SCC(=O)c3cccs3)sc2c1
  i	i
Cc1ccc(C(=O)Oc2ccc(Cl)c3cccnc23)cc1[N+](=O)[O-]
  i	i
Fc1ccc(COc2ccc(C(=S)N3CCCC3)cc2)cc1
  i	i
COc1cccc(Nc2nc(-c3cccc(N4C(=O)c5ccccc5C4=O)c3)cs2)c1
  i	i
O=C(Nc1nc2c(Br)cc(Br)cc2c(=O)s1)c1ccco1
  i	i
CC1=NC(C)(C)Cc2c(C)cccc21
  i	i
COc1ccc(CC(=O)NNC(=O)c2ccoc2C)cc1OC
  i	i
Cc1sc2ncnc(Nc3ccc(N4CCOCC4)cc3)c2c1-c1ccccc1
  i	i
CCOc1ccc(NC(=O)c2ccc(NC(=O)CN3C(=O)C(=O)N(CC(C)C)C3=O)cc2)cc1
  i	i
CN(C(=O)c1sc2nc(N3CCOCC3)c3c(c2c1N)CCCC3)c1ccccc1
  i	i
COc1ccc(CC(=O)OCc2cc(=O)n3cc(Br)ccc3n2)cc1OC
  i	i
O=C(NCc1nnc(SCC(=O)N2CCN(c3ccccc3)CC2)o1)c1ccccc1
  i	i
CCOC(=O)CC1=Nc2ccccc2NC(=O)C1
  i	i
N#Cc1c(-c2ccco2)ccn(Cc2ccc(F)cc2)c1=O
  i	i
CCOc1ccc(NC(=O)C(=O)NCCCn2ccnc2)cc1
  i	i
COC(=O)c1cc(NC(=O)Nc2cc(OC)ccc2OC)cc(C(=O)OC)c1
  i	i
O=C(CSc1nnc(CNC(=O)c2cccs2)o1)Nc1ccc(Cl)cc1
  i	i
c1cncc(CN=C2Nc3ccccc3CS2)c1
  i	i
CCOc1ccc(NC(=S)NCC(c2cccnc2)N2CCOCC2)cc1 (centres undefined)
  i	i
COc1ccc(C)cc1NC(=O)C(Sc1nnc(Nc2ccccc2F)s1)c1ccccc1 (centres undefined)
  i	i
CC(=O)c1cccc(NC(=O)N2CCc3ccccc3C2)c1
  i	i
CC(C(=O)NCCCc1ccccc1)c1ccc([N+](=O)[O-])cc1 (centres undefined)
  i	i
COc1cc(CN/C(C)=C(\C#N)C(N)=O)cc(OC)c1OC
  i	i
Cc1ccc(-n2c(-c3ccc(Cl)cc3)n[nH]c2=S)cc1
  i	i
C/C(CCN1CCCCc2nc(C)c(C)cc21)=N\O[C@@H](C)CN1CCCCc2nc(C)c(C)cc21
  i	i
CCC(=O)Nc1cccc(C(=O)/C=C/c2cccs2)c1
  i	i
CN(C(=O)c1ccc2c(=O)n3c(nc2c1)CCCCC3)c1cccc(Cl)c1
  i	i
CCNc1nc(N)c(C(=O)C23CC4CC(CC(C4)C2)C3)s1
  i	i
CCC(=O)Nc1ccccc1C(=O)OCC(=O)c1ccccc1
  i	i
O=C(C1CCC1)N1CCc2cc(S(=O)(=O)N3CCc4ccccc4C3)ccc21
  i	i
CC(C)n1nnnc1SCC(=O)NCc1ccco1
  i	i
Brc1cc(-c2ccccc2)nc(-c2ccccc2)n1
  i	i
COc1ccccc1C(=O)n1nc(-c2ccco2)nc1N
  i	i
COc1ccc2c(c1)C(c1ccc([N+](=O)[O-])cc1)=NNC(c1ccco1)=N2
  i	i
Nc1cccc2c1C(=O)N(Cc1nnc(-c3ccccc3Br)o1)C2=O
  i	i
O=C(Cn1nc(C(=O)O)c2ccccc2c1=O)Nc1ccc2c(c1)C(=O)c1ccccc1C2=O
  i	i
CC(C)NC(=O)c1cc(C(=O)c2cc(Cl)ccc2O)coc1=N
  i	i
O=C(CN1CCOCC1)Nc1ccccc1F
  i	i
CCC(C)/C(C)=N/NC(=O)CSc1nc2ccccc2[nH]1 (centres undefined)
  i	i
COc1cc(C(=O)Oc2cccc(Nc3ncnc4ccccc34)c2)cc(OC)c1OC
  i	i
COc1cc(OC)c(OC)cc1/C=C/c1cc(C(=O)O)c2ccccc2n1
  i	i
COCCSc1nnc(NC(=O)CS(=O)(=O)c2ccccc2)s1
  i	i
NNC(=O)c1[nH]c(-c2ccccc2)cc1-c1ccccc1
  i	i
COc1cc(/C=C(\C#N)C(=O)c2c(C)[nH]c3ccccc23)cc(OC)c1OC
  i	i
O=C(CSc1nnc(-c2ccc(Cl)cc2Cl)n1C1CCCCC1)N1CCCC1
  i	i
O=C(Nc1ccc(C(F)(F)F)cc1)C1CC(=O)N(c2ccc3c(c2)OCCO3)C1 (centres undefined)
  i	i
N#Cc1cc(Sc2ccccn2)c([N+](=O)[O-])cc1C#N
  i	i
Cc1ccc(NC(=O)c2cccc3c2C(=O)N(C2CCCCC2)C3)c(Cl)c1
  i	i
CCOC(=O)c1c(NC(=O)COC(=O)c2cc(OC)c(OC)cc2[N+](=O)[O-])sc(C)c1C
  i	i
Cc1cc(N2CCCCC2)nc(-c2ccc(Br)cc2)n1
  i	i
COc1cc(-c2nc(CN3CCCN(C(=O)c4ccco4)CC3)c(C)o2)ccc1F
  i	i
O=c1c2cc3c(cc2[nH]c(=S)n1Cc1ccco1)OCO3
  i	i
Cc1ccc(N2C(=O)c3n[nH]c(C)c3C2c2cccnc2)cc1 (centres undefined)
  i	i
CC(=O)NCCC(=O)N(Cc1ccccc1)c1nc2c(C)cccc2s1
  i	i
C/C(=N\NC(=O)c1cc(-c2cccc([N+](=O)[O-])c2)n[nH]1)c1ccccc1O
  i	i
CCCCn1c(N)c(N(CC(C)C)C(=O)c2ccc(N3C(=O)c4ccccc4C3=O)cc2)c(=O)[nH]c1=O
  i	i

(list continues)
The line under a structure holds: CHT inh	CHT PAM
Cc1ccccc1NC(=O)Cn1cc(C(=O)C2CC2)c2ccccc21
  i	i
COc1c(O)c(O)c2oc(-c3ccccc3)cc(=O)c2c1OC
  i	i
CS(=O)(=O)c1ccc2nc(NC(=O)c3cccs3)sc2c1
  i	i
CCNC(=O)CC1SC(=Nc2cccc(Cl)c2C)N(C)C1=O (centres undefined)
  i	i
COc1ccc(NC(=O)CN(C)C(=O)CN2C(=O)C3CCCCC3C2=O)cc1 (centres undefined)
  i	i
CCC(=O)Nc1c(S(=O)(=O)c2ccccc2)c2nc3ccccc3nc2n1Cc1ccccc1
  i	i
O=C(COC(=O)Cc1ccccc1[N+](=O)[O-])NC1CCCC1
  i	i
Cc1cc(C)n2cc(CSc3nnc(-c4ccccc4)o3)nc2n1
  i	i
Cc1c(O)ccc2c(CN3CCN(Cc4ccccc4)CC3)cc(=O)oc12
  i	i
Clc1ccc(-c2csc(N3CCN(c4ccccc4)CC3)n2)cc1
  i	i
Cc1sc(NC(=O)CSc2nc(N)n(CC(=O)c3ccccc3)n2)c(C#N)c1C
  i	i
CCC(CC)C(=O)N1N=C(c2ccc(NS(C)(=O)=O)cc2)CC1c1ccccc1 (centres undefined)
  i	i
CCCN(CCC)C1=CC(=[N+]2CCCC2)CC(C)(C)C1
  i	12*
N#Cc1cc2c(nc1Cl)CCCC2
  i	i
CN(C)S(=O)(=O)Nc1cccc(-c2cn3c(n2)SCC3)c1
  i	i
Cc1ccccc1Cn1cnc2c(oc3ccccc32)c1=O
  i	i
CCN(CC1CCCN(CCc2cccc(OC)c2)C1)C(=O)C=C(C)C (centres undefined)
  i	i
Cc1nn(-c2ccc(F)cc2)c(C)c1NS(=O)(=O)c1ccc2ccccc2c1
  i	i
Cc1nnc(SCc2nnc(-c3ccccc3Br)o2)n1-c1ccccc1
  i	i
CC(C(=O)Nc1ccccc1Oc1ccccc1)c1ccccc1 (centres undefined)
  i	i
Cc1ccn2c(=O)nc(SCC(=O)N3CCC(Cc4ccccc4)CC3)nc2c1
  i	i
Cc1cc(SCC(=O)Nc2ccccc2C)nc(C)n1
  i	i
CCc1ccc2c(c1)cc(CN(C(=S)Nc1cccc(C)c1)C1CC1)c1nnnn12
  i	i
COc1ccc(N2Cc3cccc(C(=O)NC(C)CCc4ccco4)c3C2=O)cc1 (centres undefined)
  i	i
CCN1C(=O)N(CC)C2C1N(C(C)=O)C(=O)N2C(C)=O (centres undefined)
  i	i
CCOc1ccc(N(CC(=O)NC2CCCCC2)C(=O)CNC(=O)c2ccco2)cc1
  i	i
Cc1cccc(Oc2nc(-c3ccccn3)nc3ccccc23)c1
  i	i
CC(C)C12CN3CC(C(C)C)(CN(C1)C3c1ccco1)C2=O (centres undefined)
  i	i
Cc1ccc(P(=O)(CO)c2ccc(C)cc2)cc1
  i	i
CC1CCCCC1NC(=O)CSc1ccc([N+](=O)[O-])cc1 (centres undefined)
  i	i
Cn1c2c(c(=O)n(C)c1=O)C(c1cc3c(cc1Br)OCO3)CC(=O)N2 (centres undefined)
  i	i
O=C(NN1C(=O)C2C3CCC(O3)C2C1=O)c1ccc(Br)o1 (centres undefined)
  i	i
Cc1ccc(NC(=O)CN(C)CC(=O)Nc2ccc(N3CCOCC3)cc2)c(C)c1
  i	i
O=C(CN1C(=O)c2ccccc2C1=O)Nc1ccccc1C(=O)NC1CCCCC1
  i	i
COCCNC(=O)CSc1nnc2c(Cl)cc(Cl)cn12
  i	i
Cc1ccc(CC(=O)NCc2ccc(Cl)cc2)cc1
  i	i
Cc1ccc(C)c(NC2=C(Cl)C(=O)OC2OC(=O)c2ccco2)c1 (centres undefined)
  i	i
COCc1cc(C)nc(N2CCNCC2)c1C#N
  i	i
CCC1CCCCN1C(=O)CCc1nnc(C2CCCCC2)o1 (centres undefined)
  i	i
Cc1nc(N2CCOCC2)nc(N2CCCC2)c1[N+](=O)[O-]
  i	i
Cc1cccc(OCC(=O)Nc2cc(S(=O)(=O)N3CCOCC3)ccc2N2CCCC2)c1C
  i	i
Cc1cc(=O)[nH]c(-c2cccs2)n1
  i	i
O=S(=O)(NNC(=S)Nc1ccc(S(=O)(=O)Nc2ncccn2)cc1)c1ccc(Br)cc1
  i	i
Cc1ccc(-n2nnnc2Sc2ccc(S(=O)(=O)NCCN(C)C)cc2[N+](=O)[O-])cc1
  i	i
O=C(O)CCCCCN1C(=O)C2CCCCC2C1=O (centres undefined)
  i	i
Cn1c(O)c(N=Nc2nc(-c3ccccc3)cs2)c2ccccc21
  i	i
O=C(Oc1ccccc1O)c1cccc2ccccc12
  i	i
Cc1cccc(/C=c2\s/c(=C\C(=O)C(C)(C)C)[nH]c2=O)c1
  i	i
CCSc1ccc([C@@H]2[C@H]3C(=O)N(C)C(=O)[C@H]3[C@]3(C(=O)OC)CCCCN23)cc1
  i	i
COc1ccc(OC)c(C(=O)/C=C/c2ccccc2C(F)(F)F)c1
  i	i
N/C(=N\OC(=O)c1ccc(Cl)cc1)c1ccn[nH]1
  i	i
COC(=O)C(NC(=O)c1ccccc1)(Nc1nccs1)C(F)(F)F (centres undefined)
  i	i
O=C(OC[C@H]1O[C@@H](OC(=O)c2cc(O)c(O)c(OC(=O)c3cc(O)c(O)c(O)c3)c2)[C@H](OC(=O)c2cc(O)c(O)c(OC(=O)c3cc(O)c(O)c(O)c3)c2)[C@@H](OC(=O)c2cc(O)c(O)c(OC(=O)c3cc(O)c(O)c(O)c3)c2)[C@@H]1OC(=O)c1cc(O)c(O)c(OC(=O)c2cc(O)c(O)c(O)c2)c1)c1cc(O)c(O)c(OC(=O)c2cc(O)c(O)c(O)c2)c1
  i	i
CC1C(=O)Nc2ccc(S(=O)(=O)Nc3ccccc3Br)cc2NC1=O (centres undefined)
  i	i
COc1ccc(F)cc1C(=O)C1CCCN(C(=O)CCN2CCCCO2)C1 (centres undefined)
  i	i
CCC(C)NC(=O)Cc1c(C)c2cc3c(cc2oc1=O)OC(C)(C)CC3 (centres undefined)
  i	i
NC(N)=NS(=O)(=O)c1ccc(NC(=S)NC(=O)c2ccc(Br)cc2)cc1
  i	i
COC(=O)c1ccc(CN2CCCC(C(=O)Nc3cccc(-n4cnnn4)c3)C2)cc1 (centres undefined)
  i	i
O=C(Nc1cccc2cccnc12)c1ccc(Br)cc1Br
  i	i
Cc1cc(=O)oc2cc(OCCCC[n+]3ccccc3)ccc12
  i	i

Three entries from above, with tabs:
molecule	CHT inh	CHT PAM
COC(=O)C(NC(=O)c1ccccc1)(Nc1nccs1)C(F)(F)F (centres undefined)	i	i
O=C(CN1C(=O)c2ccccc2C1=O)Nc1ccccc1C(=O)NC1CCCCC1	i	i
NC(N)=NS(=O)(=O)c1ccc(NC(=S)NC(=O)c2ccc(Br)cc2)cc1	i	i

3 structures from above, arranged by molecular weight, rising.
The line under a structure holds: CHT inh	CHT PAM
c1cncc(CN=C2Nc3ccccc3CS2)c1
  i	i
Cc1cccc(/C=c2\s/c(=C\C(=O)C(C)(C)C)[nH]c2=O)c1
  i	i
O=c1c2ccc([N+](=O)[O-])c3cccc(c32)c2nc3ccccc3n12
  i	i

Further structures.
The line under a structure holds: CHT inh	CHT PAM
CC(=O)Nc1nc2ccc(Br)cc2s1
  i	i
O=C(O)c1ccccc1C(=O)c1ccc(Cl)cc1
  i	i
Cc1ccc(-c2nc3ccccc3[nH]2)s1
  i	i
Cc1ccc(NC(=O)NCc2ccccn2)c(C)c1
  i	i
O=C(N/N=C/c1ccc(O)cc1O)c1ccc(CN2C(=O)c3cccc4cccc2c34)cc1
  i	i

In the list so far, three contain a CF3 group.
The line under a structure holds: CHT inh	CHT PAM
O=C(Nc1ccc(C(F)(F)F)cc1)C1CC(=O)N(c2ccc3c(c2)OCCO3)C1 (centres undefined)
  i	i
COc1ccc(OC)c(C(=O)/C=C/c2ccccc2C(F)(F)F)c1
  i	i
COC(=O)C(NC(=O)c1ccccc1)(Nc1nccs1)C(F)(F)F (centres undefined)
  i	i
